NPY2 pot ag: human NPY-Y2 potentiation or agonism, primary screen. P49146. cells expressing NPY-Y2, potentiator/agonist read-out. activation, % at 3.6 µM. actives 0.45% (n = 220,000). AID 1359; in the data active means activation above about 27%;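 further: cells stimulated with NPY near EC25 plus isoproterenol at EC100; 0% = vehicle plus submaximal agonist and 100% = vehicle plus saturating agonist; some results beyond the cut were filed as inactive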
p47phox inh: p47phox (human) inhibition | P14598 | p47phox/p22phox peptide binding, fluorescence polarization, 2 h | inhibition, % at 24.7 µM | actives 0.53% (n = 220,000) | AID 1274;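 active means inhibition above about 30%, limit read from the data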;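 further: 0% = p47phox with labelled peptide and 100% = labelled peptide alone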
Target sequence (P14598 whole entry, looked up): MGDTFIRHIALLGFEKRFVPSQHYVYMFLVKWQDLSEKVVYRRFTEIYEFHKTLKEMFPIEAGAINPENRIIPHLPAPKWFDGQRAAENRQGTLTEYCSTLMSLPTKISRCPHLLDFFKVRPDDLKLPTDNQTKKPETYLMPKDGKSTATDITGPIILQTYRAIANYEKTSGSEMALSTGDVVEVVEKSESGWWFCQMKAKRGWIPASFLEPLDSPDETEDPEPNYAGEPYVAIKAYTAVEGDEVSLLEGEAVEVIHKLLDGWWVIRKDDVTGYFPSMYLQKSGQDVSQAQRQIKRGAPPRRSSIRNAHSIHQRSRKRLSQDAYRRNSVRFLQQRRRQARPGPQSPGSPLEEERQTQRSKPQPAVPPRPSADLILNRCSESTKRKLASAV
S1P4 antagonist: human S1P4 receptor antagonism; inhibition, % at 4.98 µM; AID 1510; actives 0.26% (n = 220,000); O95977; S1P4-expressing cells, antagonist mode, reporter read-out; in the data active means inhibition above about 29%;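 further: 0% = wells stimulated with agonist and 100% = vehicle wells without agonist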
Target sequence (O95977 whole entry, looked up): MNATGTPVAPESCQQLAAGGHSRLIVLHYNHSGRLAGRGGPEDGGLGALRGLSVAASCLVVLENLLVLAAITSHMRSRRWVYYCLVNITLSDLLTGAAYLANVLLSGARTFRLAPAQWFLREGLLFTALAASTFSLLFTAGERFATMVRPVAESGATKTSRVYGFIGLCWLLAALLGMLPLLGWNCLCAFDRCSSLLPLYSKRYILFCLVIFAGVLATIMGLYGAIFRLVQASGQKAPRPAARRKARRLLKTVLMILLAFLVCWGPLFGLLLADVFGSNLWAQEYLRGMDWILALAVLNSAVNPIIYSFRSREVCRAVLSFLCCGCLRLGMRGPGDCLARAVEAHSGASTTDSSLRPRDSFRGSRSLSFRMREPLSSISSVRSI
NPY Y1 blocker: NPY-Y1 (human) receptor antagonism | P25929 | HEK293-CNG Y1 cells, membrane potential fluorescence; NPY at EC95, then isoproterenol | inhibition, % at 3.6 µM | actives 1% (n = 200,000) | AID 1040;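 active means inhibition above the campaign mean inhibition of all tested compounds plus 3 SD, cut at about 20% in these data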;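 further: 0% = DMSO wells given NPY plus isoproterenol and 100% = isoproterenol alone without NPY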
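Test system – HEK293 Y1/CNG channel cell line · Also added – NPY agonist 25 nM, then isoproterenol 1 µM plus Ro 20-1724 25 µM · Compound dosing – one concentration, 3.6 µM, in 0.4% DMSO · Schedule – compound incubation 1 h at room temperature, readout 45 min post-stimulation · Technique – fluorescence, membrane potential probe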
NPY1 pot ag: potentiators or agonists of human neuropeptide Y receptor Y1. NPY-Y1 expressing cells, potentiator/agonist activation. activation, % at 3.6 µM. actives 0.37% (n = 220,000). P25929; in the data active means activation above about 33%, passing the limit was not always enough;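 further: cells stimulated with NPY at EC10 then isoproterenol at EC100; 0% = low agonist plus stimulus and 100% = saturating agonist plus stimulus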
Ba/F3 V617F tox: loss of viability in JAK2V617F-driven Ba/F3 cells | Ba/F3 EpoR-JAK2V617F viability, ATP luminescence | inhibition, % at 5.6 µM | actives 1.1% (n = 220,000);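 active means inhibition above the campaign mean plus 3 SD over all tested compounds, cut at about 24% in these data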;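 further: cytokine-independent growth of Ba/F3 cells driven by EpoR plus mutant JAK2; 0% = DMSO-treated cells and 100% = JAK inhibitor I control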
S1P4 ag: agonists of human S1P4 receptor; O95977; S1P4-expressing cell line, agonist reporter assay; activation, % at 4.98 µM; actives 0.35% (n = 220,000); AID 1509; in the data active means activation above about 11%;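 further: 0% = DMSO vehicle and 100% = reference agonist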
CHOP inh: inhibitors of CHOP induction in ER stress response; CHO-K1 CHOP-promoter luciferase, tunicamycin-induced, 15-18 h; actives 3.8% (n = 220,000); inhibition, % at 10 µM; AID 2732;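 active means compounds that reduced the stress-induced luciferase reporter signal by more than about 70% of percent inhibition, limit read from the data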;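 further: 0% = tunicamycin plus vehicle and 100% = wells without tunicamycin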
BaF3 tox: counter-screen for JAK2V617F inhibitors: parental Ba/F3 viability inhibitors; CellTiter-Glo ATP luminescence; inhibition, % at 5.6 µM; actives 1.1% (n = 220,000); AID 1486;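 active means inhibition above a per-campaign cutoff, the mean inhibition of all tested compounds plus 3 SD, cut at about 27% in these data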;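 further: 0% = DMSO wells and 100% = JAK Inhibitor I control wells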
* marks the source's active call; other numbers are inactive results; . = no result given; & = joins results of further samples.

SMILES	NPY2 pot ag	p47phox inh	S1P4 antagonist	NPY Y1 blocker	NPY1 pot ag	Ba/F3 V617F tox	S1P4 ag	CHOP inh	BaF3 tox
CCOC(=O)c1c(C)[nH]c(O)c1C=Nc1ccccc1	2.8	-8.4	-17.7	-1.2	-21.0	-3.0	1.4	30.2	4.3
Cc1ccc(S(=O)(=O)NC(=O)Nc2cccc(C)n2)cc1	7.9	-5.8	12.5	.	17.5	-4.3	-2.5	-6.4	0.6
Cc1ccc(SCCNC(=S)Nc2cc(C)ccc2C)cc1	-25.2	-1.9	10.2	2.6	-31.9	2.2	0.0	53.4	7.0
O=C(NCC1CCCO1)C(C(=O)c1ccccc1)n1cc(Cl)ccc1=O (stereo not given)	-7.2	3.6	-15.2	-0.5	7.9	-3.9	2.6	-8.5	-2.5
CC(NC(=O)COC(=O)c1ccc([N+](=O)[O-])s1)c1ccccc1 (stereo not given)	2.5	-2.4	-6.0	3.0	-3.1	-1.4	-0.1	9.8	3.1
COCC(=O)Nc1cc(=O)n(C)c(=O)n1C	-18.8	-0.6	1.2	0.8	1.3	0.4	-0.9	13.1	1.7
O=C(Cn1nnc(-c2ccccc2)n1)NCc1ccco1	-18.6	2.6	1.4	-2.9	-27.4	-1.5	-3.7	6.4	0.5
COc1ccc(CCN(Cc2ccccn2)C(=S)Nc2ccccc2Cl)cc1OC	-3.2	-5.6	-25.7	27.9*	-7.6	1.0	-0.3	-3.1	4.6
Cn1c(=O)cc(OCC(=O)NCCCN2CCN(c3cccc(Cl)c3)CC2)c2ccccc21	6.2	-1.3	2.7	6.1	-25.0	-1.5	0.2	63.2	5.9
COc1cccc(C2C(C(=O)c3cc4ccccc4o3)=C(O)C(=O)N2c2cc(C)on2)c1OC (stereo not given)	-13.5	-13.6	-5.8	7.0	-24.1	0.8	-0.2	-38.2	7.5
O=C1CN(C(=O)COC(=O)CNS(=O)(=O)c2ccccc2)c2ccccc2N1	9.0	2.5	-4.1	1.9	-18.8	-1.4	-1.4	19.5	5.4
O=[N+]([O-])c1cc(C(F)(F)F)ccc1NCCc1c[nH]c2ccc(O)cc12	0.5	3.8	-7.1	-2.9	3.2	12.2	-4.8	65.3	24.4
CCOc1ccc(N2C(=O)CC(N(Cc3ccco3)C(C)=O)C2=O)cc1 (stereo not given)	3.9	-4.5	-11.6	3.6	14.0	0.6	1.5	-0.4	6.2
CCc1ccccc1Nc1ccc(C(=O)O)cc1N	2.9	.	-7.0	-2.0	-2.2	-4.8	-0.8	.	1.2
Cn1c(CN2CCCCC2)nc2cc(NC(=O)c3ccccc3Cl)ccc21	-15.3	-7.9	0.0	-1.7	-5.2	1.3	-0.7	28.7	6.6
COc1ccccc1C1(O)CCN(C(=O)c2cccs2)CC1	-0.3	-8.5	-5.1	4.9	16.6	2.0	-2.8	10.4	3.3
Cc1nn(-c2ccccc2)c(N)c1C(O)(CSc1nccn1C)C(F)(F)F (stereo not given)	10.0	-11.6	2.0	0.9	12.9	-1.3	-1.7	29.2	1.8
NS(=O)(=O)c1ccc(NC(=S)NC2CC2)cc1	1.3	-2.9	-10.1	-1.3	-7.2	1.8	-0.4	4.9	6.9
C=CCn1c(SCC(=O)Nc2cccc3ccccc23)nc(O)c(CC)c1=O	12.1	-5.8	-3.4	4.2	12.1	-4.3	3.3	19.0	4.6
O=C1CC(N(O)c2ccccc2)C(=O)N1Cc1ccccc1 (stereo not given)	8.2	11.8	-11.9	-0.9	-13.2	1.3	1.4	22.4	10.7
CC1=C(C#N)C(Nc2cc(C)ccn2)(C(F)(F)F)C(=O)N1 (stereo not given)	9.6	-2.0	-11.6	2.0	11.9	-2.4	1.1	9.7	-0.5
Cc1cc(NC(=O)CCn2c(=O)sc3ccccc32)no1	-4.0	.	-16.3	2.7	9.2	-5.6	-2.8	.	0.8
O=C(Cn1ncc(Cl)c(Cl)c1=O)N1CCN(Cc2ccccc2)CC1	3.6	1.6	71.1*	-8.0	15.1	0.6	-2.5	107.2*	-3.3
Cc1ccc(C(=O)c2c(NC(=O)c3ccccc3)sc(C)c2C)cc1	-16.0	-12.1	0.2	0.2	5.0	0.7	-2.1	53.1	-0.4
O=C1CC(C(=O)NCc2ccccc2)C2(CCCC2)O1 (stereo not given)	4.8	-14.2	-18.3	-2.6	-17.6	1.0	1.6	-4.5	5.0
S=C(NC1CCCC1)N1CCN(c2ccc(Cl)cc2)CC1	-7.0	-13.2	-4.0	5.7	-1.4	0.3	-0.2	-7.6	4.4
CCOC(=O)Nc1cccc(Cl)c1C	-2.2	-15.2	-15.0	3.9	-19.0	-5.9	-3.0	17.2	-1.5
O=C(NN=C1CCCCCC1)c1cn(-c2ccccc2)nc1-c1ccccc1	-26.3	-5.0	6.9	3.8	-40.6	2.4	-2.0	48.5	9.3
CCOc1ccc(Oc2nc(NCC(C)C)nc(OC)n2)nn1	13.7	-0.1	-19.4	0.3	-11.8	3.8	0.8	29.9	2.2
Cc1ccc(CNn2cnnc2SCc2ccc(F)cc2)cc1	0.1	0.1	-9.1	3.5	-4.5	-5.6	0.3	4.5	-0.6
Oc1ccccc1/C=N/Nc1ccccc1	5.0	4.5	-3.1	-5.9	-3.8	0.3	2.4	6.2	3.9
C[C@@H](Nc1nc(-c2ccccc2)nc2c1oc1ccccc12)C(=O)O	4.0	-0.6	-1.0	-2.6	-29.4	3.7	1.4	-18.7	3.4
CCCCN1CC(O)=C(c2nc(-c3ccc(Cl)cc3)cs2)C1=N	-5.9	-10.7	-5.9	-4.6	-22.2	-3.9	-5.9	-10.5	3.0
COC(=O)C1=C(C)NC(=O)/C1=C\c1cc(C)n(-c2cccc(C)c2)c1C	-6.2	-19.4	-4.0	2.4	-14.3	0.6	-1.1	52.6	4.6
Cc1ccc(CNC(=O)CN(C)S(=O)(=O)c2cccc3cccnc23)cc1	-11.9	-11.3	-8.0	3.7	-19.7	4.0	-0.9	-27.7	3.0
COc1ccc(-c2cc3ncc(-c4ccccc4)c(N)n3n2)cc1	15.4	-38.8	-22.9	-0.8	10.1	5.0	2.5	34.4	7.7

In the list so far, 3 contain a CF3 group:
SMILES	NPY2 pot ag	p47phox inh	S1P4 antagonist	NPY Y1 blocker	NPY1 pot ag	Ba/F3 V617F tox	S1P4 ag	CHOP inh	BaF3 tox
O=[N+]([O-])c1cc(C(F)(F)F)ccc1NCCc1c[nH]c2ccc(O)cc12	0.5	3.8	-7.1	-2.9	3.2	12.2	-4.8	65.3	24.4
Cc1nn(-c2ccccc2)c(N)c1C(O)(CSc1nccn1C)C(F)(F)F (stereo not given)	10.0	-11.6	2.0	0.9	12.9	-1.3	-1.7	29.2	1.8
CC1=C(C#N)C(Nc2cc(C)ccn2)(C(F)(F)F)C(=O)N1 (stereo not given)	9.6	-2.0	-11.6	2.0	11.9	-2.4	1.1	9.7	-0.5

(more compounds)
SMILES	NPY2 pot ag	p47phox inh	S1P4 antagonist	NPY Y1 blocker	NPY1 pot ag	Ba/F3 V617F tox	S1P4 ag	CHOP inh	BaF3 tox
O=C(CSc1nc2ccccc2c(=O)n1-c1ccc(F)cc1)Nc1ccc2c(c1)CCC2	-10.2	-9.1	-16.0	3.6	6.8	-0.2	0.6	50.7	3.3
CC(C)(C)CC(C)(C)c1ccc(OCC(=O)N/N=C/c2ccc(S(=O)(=O)O)o2)cc1	3.1	-25.7	-3.3	.	0.3	-4.0	-0.8	2.0	-2.7
COC(=O)CNC(c1ccccc1)c1cc(Cl)ccc1NC(=O)c1cccc(Cl)c1 (stereo not given)	-23.6	-10.9	-13.5	33.9*	-33.5	-1.7	0.7	-3.5	3.0
CC(O)(C#CCN1CCCCCC1)c1ccccc1 (stereo not given)	-5.3	-0.9	-10.1	-0.8	9.5	1.6	2.5	13.1	10.3
O=C(CSc1ccccc1)NCCSCc1ccccc1	-0.8	-4.2	-7.1	5.1	-27.3	1.7	-1.0	13.1	5.3
O=C/C(=C\Nc1ccccn1)c1nc2cc(Cl)ccc2o1	-4.0	-47.5	-8.3	5.2	-6.5	3.0	-2.3	6.5	1.5
N#C/C(=C\c1ccco1)C(=O)Nc1cccc2ncccc12	-0.6	-27.0	-1.4	0.7	6.8	0.5	2.0	3.7	6.1
CCOC(=O)c1cnn(-c2ccccc2)c1NC(=O)c1cccs1	0.5	-10.0	10.3	-0.9	-17.0	0.4	1.1	36.3	2.0
O=C(O)CCCn1nc(-c2ccccc2)c2ccccc21	-7.7	5.1	-7.7	7.7	-12.8	0.3	0.7	19.4	8.7
O=C(COC(=O)c1sc2ccccc2c1Cl)NCC1CCCCC1	-11.0	-8.4	2.1	0.3	18.9	-2.8	0.3	34.5	3.4
COC(=O)C1=C(C)N(CC2CCCO2)C(=O)/C1=C\c1ccc(O)cc1 (stereo not given)	-8.6	-9.8	3.4	1.4	-2.2	7.0	-1.1	31.1	5.8
CCC(C)(C)C(=O)Nc1cc([N+](=O)[O-])ccc1Cl	3.2	-7.9	-8.8	3.4	2.1	-1.2	-1.1	5.9	0.0

Sorted by value in S1P4 antagonist (highest first): four from the list above
canonical_smiles | S1P4 antagonist
O=C(COC(=O)c1sc2ccccc2c1Cl)NCC1CCCCC1 | 2.1
O=C/C(=C\Nc1ccccn1)c1nc2cc(Cl)ccc2o1 | -8.3
CC(O)(C#CCN1CCCCCC1)c1ccccc1 (stereo not given) | -10.1
O=C(CSc1nc2ccccc2c(=O)n1-c1ccc(F)cc1)Nc1ccc2c(c1)CCC2 | -16.0

The listing picks up, starting 2 compounds before the break.
SMILES	NPY2 pot ag	p47phox inh	S1P4 antagonist	NPY Y1 blocker	NPY1 pot ag	Ba/F3 V617F tox	S1P4 ag	CHOP inh	BaF3 tox
COC(=O)C1=C(C)N(CC2CCCO2)C(=O)/C1=C\c1ccc(O)cc1 (stereo not given)	-8.6	-9.8	3.4	1.4	-2.2	7.0	-1.1	31.1	5.8
CCC(C)(C)C(=O)Nc1cc([N+](=O)[O-])ccc1Cl	3.2	-7.9	-8.8	3.4	2.1	-1.2	-1.1	5.9	0.0
CNCCCC1c2ccccc2C=Cc2ccccc21	-1.0	-5.9	-8.8	6.4	-20.6	11.5	0.8	27.3&12.8	0.5
COc1ccc(-c2nnc(SCc3nc4ccccc4c(=O)[nH]3)o2)cc1	6.8	-1.1	-2.5	.	-18.5	-0.1	0.2	-11.7	52.6*
CC(=O)NC(Cc1ccc(F)c(F)c1)C(=O)NC1CCN(c2nnnn2-c2ccccc2)CC1 (stereo not given)	6.0	0.1	7.1	-3.0	-8.3	1.7	0.5	6.5	0.4
COc1ccc(C(=O)CSc2nc3ccccc3n2CC(=O)NC(C)(C)C)cc1	-11.6	-14.1	-30.1	-1.1	-8.0	-5.5	-2.6	21.5	0.8
CCn1nnnc1SCC(=O)Nc1nc2ccc(OC)cc2s1	-0.6	-10.9	-20.5	-0.2	20.1	-3.4	4.2	26.3	3.0
COc1cccc(/C=N/n2c(N)c(S(=O)(=O)c3cccs3)c3nc4ccccc4nc32)c1OC	2.6	-6.8	-16.7	-0.7	-2.6	-3.6	1.2	-75.9	-1.4
COc1cc(/C=C/C(=O)O)cc(S(=O)(=O)Nc2ccc3nc(C)sc3c2)c1OC	-0.5	-4.7	-1.8	.	0.2	0.3	1.1	-22.8	-3.8
COc1ccc(OC)c(C(c2nnnn2C2CCCC2)N2CCN(c3ccccc3F)CC2)c1 (stereo not given)	-19.3	-9.1	3.7	21.9*	5.9	2.0	-0.3	-29.8	4.0
CCCc1ccc(OCCNC(C)=O)cc1	5.7	5.5	13.9	4.2	-14.1	-3.8	1.3	52.6	-0.3
C/C(=N/NS(=O)(=O)c1ccccc1)c1ccc(Cl)cc1	-10.5	1.0	-7.3	-1.3	10.0	1.3	-0.1	-16.4	7.1

Compound activity from PubChem.

This is a random part of the collection (roughly 7.1% active in at least one column).
